# ADAM17 inh: ADAM17 inhibitors, primary screen, biochemical, QFRET; recombinant ADAM17, EDANS/DABCYL FRET peptide cleavage; inhibition, % at 6.95 µM; hit rate 0.83% among 370,000;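 active = inhibition above the mean of compounds lying between control limits plus 3 SD, set per campaign, cut at about 8.5% in these data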;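 note: 0% = DMSO-only wells as the low control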
# SMARCA2 act: SMARCA2 (BRM) function activators, primary screen, cell-based, luminescence, high throughput. MG213 cells, MMTV-luciferase reporter, dexamethasone, overnight. activation, % at 9.1 µM. hit rate 1% among 370,000. AID 652017, 2013; in the data active = activation above about 7.8%;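 note: 0% = vehicle wells and 100% = reference activator wells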
# hgDAF-12 ag: H. glycines DAF-12 receptor agonists, primary screen, cell-based, luminescence, HEK293, GAL4 fusion, UAS-luciferase; AID 687014, 2013; hit rate 1.8% among 370,000; Nuclear hormone receptor DAF-12 (Heterodera glycines), GAL4 fusion; activation, % at 6.8 µM; HEK293 GAL4-hgDAF12 UAS-luciferase reporter, agonist luminescence; normalized to butyrate control;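 active = activation above a cutoff set at the mean of all screened compounds plus 3 SD, cut at about 10% in these data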;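 note: 0% = DMSO wells and 100% = sodium butyrate wells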
# PLC-gamma1 inh: PLC-gamma1 enzyme inhibitors, primary screen, biochemical, fluorescence, purified enzyme; fluorogenic substrate; 1-phosphatidylinositol 4,5-bisphosphate phosphodiesterase gamma-1 (Homo sapiens), P19174; inhibition, % at 12.2 µM; hit rate 0.84% among 370,000; in the data active = inhibition above about 9.5%
# Target sequence (P19174 whole entry, looked up): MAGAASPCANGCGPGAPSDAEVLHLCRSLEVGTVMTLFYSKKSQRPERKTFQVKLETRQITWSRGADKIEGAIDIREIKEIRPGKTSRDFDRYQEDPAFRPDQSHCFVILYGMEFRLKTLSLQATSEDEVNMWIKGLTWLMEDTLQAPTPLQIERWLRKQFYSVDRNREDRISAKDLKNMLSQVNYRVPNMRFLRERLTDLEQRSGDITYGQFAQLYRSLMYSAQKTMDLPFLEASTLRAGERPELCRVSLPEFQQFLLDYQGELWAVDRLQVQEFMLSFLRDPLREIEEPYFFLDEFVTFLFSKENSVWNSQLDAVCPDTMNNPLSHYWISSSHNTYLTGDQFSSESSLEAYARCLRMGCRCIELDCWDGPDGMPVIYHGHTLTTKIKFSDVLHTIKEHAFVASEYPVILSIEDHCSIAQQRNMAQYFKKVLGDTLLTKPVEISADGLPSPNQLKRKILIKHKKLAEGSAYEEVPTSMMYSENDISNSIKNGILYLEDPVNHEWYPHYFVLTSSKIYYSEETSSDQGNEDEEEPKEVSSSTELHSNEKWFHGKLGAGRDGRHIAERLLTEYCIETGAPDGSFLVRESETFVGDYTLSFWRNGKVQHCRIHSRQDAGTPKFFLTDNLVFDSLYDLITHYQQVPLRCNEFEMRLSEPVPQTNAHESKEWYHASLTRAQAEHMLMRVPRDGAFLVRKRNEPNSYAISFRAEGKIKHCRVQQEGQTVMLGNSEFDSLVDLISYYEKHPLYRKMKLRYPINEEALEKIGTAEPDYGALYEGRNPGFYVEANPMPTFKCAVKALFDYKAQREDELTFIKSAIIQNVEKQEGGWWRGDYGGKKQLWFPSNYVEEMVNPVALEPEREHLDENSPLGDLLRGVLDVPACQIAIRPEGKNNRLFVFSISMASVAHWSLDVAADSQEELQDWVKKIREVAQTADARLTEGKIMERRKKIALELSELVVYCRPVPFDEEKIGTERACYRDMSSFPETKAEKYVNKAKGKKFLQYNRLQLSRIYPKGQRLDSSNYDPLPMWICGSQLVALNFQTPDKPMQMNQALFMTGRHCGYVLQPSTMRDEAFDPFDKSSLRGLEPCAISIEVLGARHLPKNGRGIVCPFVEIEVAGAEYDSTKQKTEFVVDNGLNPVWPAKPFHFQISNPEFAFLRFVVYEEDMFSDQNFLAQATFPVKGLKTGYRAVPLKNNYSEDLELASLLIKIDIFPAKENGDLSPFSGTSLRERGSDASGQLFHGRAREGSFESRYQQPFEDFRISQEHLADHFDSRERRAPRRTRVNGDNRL
# DAX1 inh-1: DAX1 (NR0B1) inhibitors, primary screen, cell-based, HEK293, Gal4-DAX1, luciferase luminescence; Nuclear receptor subfamily 0 group B member 1 (Homo sapiens), P51843; HEK293 Gal4-DAX1 luciferase reporter; inhibition, % at 6.75 µM; hit rate 0.99% among 340,000; AID 504766, 2011;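 active = inhibition above the mean over all tested compounds plus 3 SD, cut at about 4.2% in these data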;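 note: 0% = DAX1-transfected cells with DMSO and 100% = empty-vector control cells with DMSO; inhibition shows as a rise in luminescence from relieved DAX1 repression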
# PLCb3 inh: human PLC-beta3 inhibitors, primary screen, biochemical, fluorescence; Purified PLC-beta3, fluorogenic substrate; inhibition, % at 12.2 µM; 1-phosphatidylinositol 4,5-bisphosphate phosphodiesterase beta-3 (Homo sapiens), Q01970; hit rate 0.18% among 370,000; in the data active = inhibition above about 11%;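 note: 0% = median of compound wells on plate and 100% = full blocker control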
# MBD2 inh: inhibitors of MBD2 binding to methylated DNA, primary screen, biochemical, TR-FRET, DNA-binding domain, human; Methyl-CpG-binding domain protein 2 (Homo sapiens), Q9UBB5; MBD2 binding to methylated oligonucleotide; inhibition, % at 4.4 µM; hit rate 0.31% among 370,000; AID 686964, 2013; in the data active = inhibition above about 13%
# ssDAF-12 act: S. stercoralis DAF-12 nuclear receptor activators, primary screen, cell-based, luminescence, HEK293, GRIP1 co-expression, lit1-tk-luc. Nuclear hormone receptor DAF-12 (Strongyloides stercoralis). HEK293 ssDAF-12/GRIP1 lit1-tk-luc reporter; % of 3 µM dafachronic acid response. activation, % at 6.8 µM. hit rate 1% among 370,000. AID 652126, 2013;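 active = activation above the mean over all tested compounds plus 3 SD, cut at about 0.9% in these data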;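 note: 0% = DMSO-only wells and 100% = 3 µM delta7-dafachronic acid wells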
# DAX1 inh-2: DAX1 (NR0B1) inhibitors on StAR promoter, primary screen, cell-based, luminescence, SF-1 (NR5A1), full-length DAX-1 | HEK293T StAR-luciferase reporter, SF-1/DAX-1 repression relief | inhibition, % at 6.8 µM | hit rate 1.1% among 370,000 | AID 652010, 2013;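 active = inhibition above the mean over all tested compounds plus 3 SD, cut at about 3.6% in these data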;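 note: 0% = DAX-1 cells with DMSO and 100% = cells lacking DAX-1 with DMSO; higher inhibition means more luminescence from relief of DAX-1 repression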
# NR1D1 modulator: modulators of Rev-erb alpha DNA binding, primary screen, biochemical, FITC-DNA, fluorescence polarization, uHTS; Rev-erbα–FITC-DNA binding, 90 min; activity, % at 10 µM; hit rate 0.79% among 370,000;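 active = activity above about 14%, limit read from the data; passing the limit was not always enough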;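 note: 0% = DMSO wells with 35 nM protein and 100% = DMSO wells with 750 nM protein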
# hcDAF-12 act: H. contortus DAF-12 nuclear receptor activators, primary screen, cell-based, luminescence, HEK293, lit1-tk-luc reporter. HEK293 hcDAF-12 lit1-tk-luc reporter; 0% DMSO, 100% Δ7-dafachronic acid. hit rate 1.4% among 370,000. activation, % at 6.8 µM;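 active = activation above the mean of all tested compounds plus 3 SD, cut at about 5.5% in these data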;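 note: 100% = response to 3 µM Δ7-dafachronic acid high control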
# An asterisk follows results filed as active; i = inactive; . = not tested or not shown; & = joins results of further samples. This is a subset, so the mix of outcomes need not match the whole.
Structure	ADAM17 inh	SMARCA2 act	hgDAF-12 ag	PLC-gamma1 inh	DAX1 inh-1	PLCb3 inh	MBD2 inh	ssDAF-12 act	DAX1 inh-2	NR1D1 modulator	hcDAF-12 act
COc1ccc2cc(C(=O)C3CCCN(C4CCOCC4)C3)ccc2c1 (stereo not drawn)	-473	1	-2.8	i	0.9	i	-2	-1.8	4.4*	-5	2.9
OC(CNC1CCCCC1)c1ccccc1 (stereo not drawn)	-3	2	2.5	1	0.3	3	1	-0.9	-0.3	2	-0.3
C/C(=N\N1CCN(C)CC1)c1c(O)n(Cc2ccccc2)c(=O)[nH]c1=O	-1	0	-3.0	0	-0.2	2	5	-0.7	-0.4	1	0.5
CCSP1(=S)N=C(N2CCOCC2)C(C#N)=C2CCCN21 (stereo not drawn)	-1	2	-0.3	3	0.2	1	2	-1.2	0.8	0	-1.2
COc1ccc(-n2c(O)c(/C=C3\C=Nc4ccc(Br)cc43)c(=O)[nH]c2=O)c(OC)c1	-3	-2	-1.3	-3	0.9	-7	28*	-0.6	-0.3	-4	0.3
O=C(COC(=O)Cc1ccccc1)Nc1nnc(-c2ccccc2)o1	-2	0	0.1	-3	-0.3	-6	2	-0.3	-0.9	6	-0.1
c1cnc2c(c1)ccc1ncccc12	-5	-4	1.0	3	0.4	-7	-1	-0.6	0.1	6	0.3
CC(=O)Nc1cc(C(=O)N2CCC3(CC2)OCCO3)ccc1S(=O)(=O)c1ccc(C)cc1	3	-1	-2.2	6	0.3	-27	-1	-1.1	0.2	3	0.5
CC1(C)OC1COc1c2occc2cc2ccc(=O)oc12 (stereo not drawn)	-3	0	2.6	-32	0.3	-42	1	-0.6	-0.2	-5	-0.2
Cc1ccccc1NC(=O)COC(=O)c1cc(C)n(C2CC2)c1C	0	3	1.5	-2	-0.5	1	2	0.3	-0.6	1	-0.1
CC1(C)COC(Nc2ccc(Cl)cc2)=N1	0	-2	0.4	0	-1.1	-1	-1	-1.5	1.0	-4	-1.3
Cc1ccc(/C=C2\C(=O)NC(=S)N(c3ccc(F)cc3)C2=O)s1	-5	7	7.4	-11	-0.1	-14	0	0.3	4.0*	-5	3.7
COC(=O)C1=C(c2cccc(C#N)c2)C[C@@H]2CC[C@H]1N2C(=O)NCc1cc(C)oc1C(F)(F)F	-1	-1	-2.3	-1	-0.3	5	-3	-1.9	0.3	-5	0.2
COc1ccccc1OCCCn1cc(C(C)=O)c2ccccc21	10*	-5	-2.4	13*	-1.4	-3	-3	-2.3	-1.8	-5	-2.8
CCOP(=O)(OCC)C(NC(=O)c1ccccc1)=C(Cl)Cl	0	-1	0.6	-3	1.1	1	0	-1.2	-0.4	3	-1.4
COc1ccc(NC(=O)N2CCC3(CC2)OCCO3)cc1	1	0	4.2	-3	1.3	0	4	-1.1	0.1	2	0.9
C=C1C(=O)OC2CCN3CC=C(COC(=O)C(C)(O)C4(CO4)C1C)C23 (stereo not drawn)	2	-1	-1.9	-3	.	-12	9	-0.5	0.5	3	-1.7
Cc1cc(N(CCCl)CCCl)ccc1C=NNC(=O)c1cccnc1	-6	1	-2.0	-39	0.1	-57	3	-0.7	-2.8	-1	-1.5
CCCCC(=O)N/N=C/c1c(O)n(-c2ccccc2)c(=O)[nH]c1=O	-2	-1	-1.7	-1	-1.7	-10	-3	-0.8	0.3	-1	-0.2
Brc1ccc2c(c1)-n1nncc1CN(CC1CCCCC1)C2	-5	-5	-2.3	1	.	0	3	-1.8	1.5	1	-2.4
O=C1NC(=O)N(c2ccc(Cl)cc2)C(=O)/C1=C\c1ccc(Sc2nc3ccccc3[nH]2)o1	-2	-2	-2.1	-16	0.5	-21	1	-1.4	0.2	-3	0.6
CN(C)C(=O)Oc1ccc(OCc2nc3ccccc3[nH]2)cc1	-1	0	11*	-1	-1.8	2	0	-0.2	2.9	-4	3.0
COC(=O)[C@@H]1C[C@@]1(C)[C@@H](NP(=O)(c1ccccc1)c1ccccc1)c1ccccc1	-4	1	1.3	0	0.2	1	4	-1.4	-0.2	1	0.0
COCCCn1c(N)c(C(=O)OCCOC)c2nc3ccccc3nc21	i	-1	-4.0	i	-0.7	i	0	-1.3	-4.2	-5	-1.6
CC(=O)Nc1cc([As](=O)(O)O)ccc1O	-6	-1	7.7	0	-1.1	1	0	-1.7	-0.1	2&-3	-0.8
CN1CCN(c2ccc([N+](=O)[O-])c(Sc3nncn3C)c2)CC1	-4	0	1.2	0	0.4	-1	0	-1.2	-0.2	-9	-0.4
CCN(CC)S(=O)(=O)c1cc(NC(=O)C(C)N2CC=C(c3ccccc3)CC2)ccc1C (stereo not drawn)	2	-2	-2.3	-2	-1.4	-5	-2	-2.3	-1.2	6	-3.7
CSc1ncc(CN2CCCC(C(=O)c3sccc3C)C2)cn1 (stereo not drawn)	-1	-1	-1.6	-1	-0.9	-2	3	-1.0	-0.5	-7	0.1
Clc1ccccc1CNC1CN2CCC1CC2 (stereo not drawn)	2	-3	-0.3	-1	-0.6	-1	2	-1.6	-0.4	3	-1.8
COc1ccc(-n2c(Cc3ccccc3)nc3ccccc3c2=O)cc1	0	-1	-0.9	0	0.5	3	1	-1.1	-0.7	3	-2.2
Cc1cccc(CN2CCN(CC(=O)N3CCC4(CC3)OCCO4)C2=O)c1	0	0	0.5	-1	-0.6	1	0	-1.1	-0.3	-2	2.1
O=C(O)c1cc2ccccc2oc1=O	-3	1	3.1	1	1.6	1	2	-0.5	1.4	-4	3.0
Cc1nc2cc([N+](=O)[O-])ccc2c(=O)n1-c1ccccc1[N+](=O)[O-]	-2	-3	1.1	0	-0.3	1	3	-1.1	-1.1	-2	-0.1
CCCCCCn1c(O)c(C=Nc2ccccc2N2CCOCC2)c(=O)[nH]c1=S	-3	-3	-2.4	-3	.	-4	7	-1.4	0.1	54*	-0.6
Cc1ccccc1OP(=O)(Oc1ccccc1C)N1CCOCC1	-2	-4	-0.9	2	.	1	2	-0.7	-1.7	2	-0.7
CC(C)N1CCN(Cc2ccccc2C(F)(F)F)CC1CCO (stereo not drawn)	-3	1	0.6	-3	-0.2	4	-2	-1.1	0.6	5	1.1
CCOc1cc2c(cc1OCC)-n1cccc1C(c1ccc(OC(F)F)cc1)NC2 (stereo not drawn)	0	-1	-1.4	2	0.2	3	-1	-1.4	-0.6	-7	-2.3
CC(Cc1ccccc1)N(C)CC1C(=O)C2CCC1C2 (stereo not drawn)	-4	-2	0.1	0	0.8	2	1	-1.1	-0.6	1	-0.3
COc1ccc(N=Cc2c(O)n(C)c(=O)[nH]c2=O)cc1	5	-3	-2.9	5	2.1	-1	-2	-1.3	0.6	-6	-1.2
C[N+](C)(C)CCOC(=O)CBr	-8	-2	2.5	0	0.8	3	-2	-1.3	3.4	7	-1.4
Nc1ccnn1C1CCNCC1	-3	-2	-0.4	1	-0.3	0	3	-1.0	-0.6	0	-1.5
O=S(=O)(c1ccc(Cl)cc1)N1Cc2ccc(Br)cc2-n2nncc2C1	-2	-5	1.0	2	.	-2	1	-0.9	1.5	-2	-1.1
CCOC(=O)c1nsnc1NCCCl	-9	-2	-1.3	-3	-0.5	-6	6	-0.8	0.1	1	-0.6
COc1cc(OC)c(OC)cc1C=O	-7	2	1.1	-9	2.1	-12	-1	-0.8	0.8	-9	0.1
O=C(CCc1nnc2ccc(NCc3ccccc3Cl)nn12)N1CCC2(CC1)OCCO2	-3	0	1.4	-1	-0.6	-7	-4	-1.1	0.0	3	1.1
NC1CCc2cc(O)c(O)cc2C1 (stereo not drawn)	1	-4	2.1	4	-1.8	-3	1	-0.7	1.4	-6	-0.8
CCS(=O)(=O)NCc1nnc2n1-c1ccc(Br)cc1C(c1ccccc1Cl)=NC2	0	0	-1.2	0	1.3	-2	4	-1.1	-0.3	0	-0.7
O=C(NC1CN2CCC1CC2)c1ccc(-c2ccc([N+](=O)[O-])cc2)o1 (stereo not drawn)	1	-1	1.4	-32	-0.6	-33	-2	-0.5	1.4	-2	1.6
O=[N+]([O-])c1ccc(C2[C@H]3C(c4ccccc4)=NC4(CCCCC4)N23)cc1 (stereo partly drawn)	1	3	-2.3	3	0.2	1	-4	-0.5	-0.5	-1	0.7
C[C@H]1COc2cc(N3CCN(C)CC3)ccc2S(=O)(=O)N1	-1	-4	-1.8	0	.	0	3	-1.0	1.6	-1	0.2
CCCCCCC(=O)N/N=C/c1c(O)n(C(C)CC)c(=S)[nH]c1=O (stereo not drawn)	0	-2	-0.6	-4	1.8	-9	-2	-1.5	0.2	-1	-1.2
Clc1ccc2c(c1)C(c1ccccc1Cl)=NCc1nnc(N3CCN(CCOc4ccccc4)CC3)n1-2	-3	-4	-2.6	2	-0.7	1	2	-1.7	-0.5	-7	-4.1
O=c1[nH]c(=S)n(-c2ccccc2)c(O)c1/C=N/N1CCOCC1	-1	-2	-0.5	-1	-1.1	-2	-1	-0.8	0.3	-1	-1.6
O=c1c2ccccc2nc(Cc2ccccc2)n1-c1cccc(O)c1	2	-1	-1.6	1	-0.3	2	0	-2.0	-1.2	0	-1.3
CCCCn1c(N)c(C(=O)NCc2cccs2)c2nc3ccccc3nc21	-53	-4	-3.9	-171	-2.0	-208	-2	-1.3	-2.4	2	-1.4
CC(C)CCNC(=O)c1cc(C(=O)c2cc(Br)ccc2O)cn(CCC(C)C)c1=O	-5	4	-1.1	-5	-0.6	-4	-3	-1.4	0.2	6	-0.1
COc1ccc(C(=O)C2CCCN(Cc3ccc(F)cc3F)C2)cc1F (stereo not drawn)	-1	-3	0.3	2	1.4	-6	4	-0.8	0.4	-3	-2.4

# Compound activity (PubChem)
